# Cav32 inh: inhibitors of human Cav3.2 T-type calcium channel; AID 449739; O95180; B-score at 10 µM; Cav3.2-expressing cells, Fluo-4 calcium fluorescence FDSS; stronger effect = lower value; hit rate 4% among 100,000;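 active = single-dose well whose peak fluorescence ratio is a statistical outlier from its plate by either plate-standardised score or position-corrected B-score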
# Target sequence (O95180 whole entry, looked up): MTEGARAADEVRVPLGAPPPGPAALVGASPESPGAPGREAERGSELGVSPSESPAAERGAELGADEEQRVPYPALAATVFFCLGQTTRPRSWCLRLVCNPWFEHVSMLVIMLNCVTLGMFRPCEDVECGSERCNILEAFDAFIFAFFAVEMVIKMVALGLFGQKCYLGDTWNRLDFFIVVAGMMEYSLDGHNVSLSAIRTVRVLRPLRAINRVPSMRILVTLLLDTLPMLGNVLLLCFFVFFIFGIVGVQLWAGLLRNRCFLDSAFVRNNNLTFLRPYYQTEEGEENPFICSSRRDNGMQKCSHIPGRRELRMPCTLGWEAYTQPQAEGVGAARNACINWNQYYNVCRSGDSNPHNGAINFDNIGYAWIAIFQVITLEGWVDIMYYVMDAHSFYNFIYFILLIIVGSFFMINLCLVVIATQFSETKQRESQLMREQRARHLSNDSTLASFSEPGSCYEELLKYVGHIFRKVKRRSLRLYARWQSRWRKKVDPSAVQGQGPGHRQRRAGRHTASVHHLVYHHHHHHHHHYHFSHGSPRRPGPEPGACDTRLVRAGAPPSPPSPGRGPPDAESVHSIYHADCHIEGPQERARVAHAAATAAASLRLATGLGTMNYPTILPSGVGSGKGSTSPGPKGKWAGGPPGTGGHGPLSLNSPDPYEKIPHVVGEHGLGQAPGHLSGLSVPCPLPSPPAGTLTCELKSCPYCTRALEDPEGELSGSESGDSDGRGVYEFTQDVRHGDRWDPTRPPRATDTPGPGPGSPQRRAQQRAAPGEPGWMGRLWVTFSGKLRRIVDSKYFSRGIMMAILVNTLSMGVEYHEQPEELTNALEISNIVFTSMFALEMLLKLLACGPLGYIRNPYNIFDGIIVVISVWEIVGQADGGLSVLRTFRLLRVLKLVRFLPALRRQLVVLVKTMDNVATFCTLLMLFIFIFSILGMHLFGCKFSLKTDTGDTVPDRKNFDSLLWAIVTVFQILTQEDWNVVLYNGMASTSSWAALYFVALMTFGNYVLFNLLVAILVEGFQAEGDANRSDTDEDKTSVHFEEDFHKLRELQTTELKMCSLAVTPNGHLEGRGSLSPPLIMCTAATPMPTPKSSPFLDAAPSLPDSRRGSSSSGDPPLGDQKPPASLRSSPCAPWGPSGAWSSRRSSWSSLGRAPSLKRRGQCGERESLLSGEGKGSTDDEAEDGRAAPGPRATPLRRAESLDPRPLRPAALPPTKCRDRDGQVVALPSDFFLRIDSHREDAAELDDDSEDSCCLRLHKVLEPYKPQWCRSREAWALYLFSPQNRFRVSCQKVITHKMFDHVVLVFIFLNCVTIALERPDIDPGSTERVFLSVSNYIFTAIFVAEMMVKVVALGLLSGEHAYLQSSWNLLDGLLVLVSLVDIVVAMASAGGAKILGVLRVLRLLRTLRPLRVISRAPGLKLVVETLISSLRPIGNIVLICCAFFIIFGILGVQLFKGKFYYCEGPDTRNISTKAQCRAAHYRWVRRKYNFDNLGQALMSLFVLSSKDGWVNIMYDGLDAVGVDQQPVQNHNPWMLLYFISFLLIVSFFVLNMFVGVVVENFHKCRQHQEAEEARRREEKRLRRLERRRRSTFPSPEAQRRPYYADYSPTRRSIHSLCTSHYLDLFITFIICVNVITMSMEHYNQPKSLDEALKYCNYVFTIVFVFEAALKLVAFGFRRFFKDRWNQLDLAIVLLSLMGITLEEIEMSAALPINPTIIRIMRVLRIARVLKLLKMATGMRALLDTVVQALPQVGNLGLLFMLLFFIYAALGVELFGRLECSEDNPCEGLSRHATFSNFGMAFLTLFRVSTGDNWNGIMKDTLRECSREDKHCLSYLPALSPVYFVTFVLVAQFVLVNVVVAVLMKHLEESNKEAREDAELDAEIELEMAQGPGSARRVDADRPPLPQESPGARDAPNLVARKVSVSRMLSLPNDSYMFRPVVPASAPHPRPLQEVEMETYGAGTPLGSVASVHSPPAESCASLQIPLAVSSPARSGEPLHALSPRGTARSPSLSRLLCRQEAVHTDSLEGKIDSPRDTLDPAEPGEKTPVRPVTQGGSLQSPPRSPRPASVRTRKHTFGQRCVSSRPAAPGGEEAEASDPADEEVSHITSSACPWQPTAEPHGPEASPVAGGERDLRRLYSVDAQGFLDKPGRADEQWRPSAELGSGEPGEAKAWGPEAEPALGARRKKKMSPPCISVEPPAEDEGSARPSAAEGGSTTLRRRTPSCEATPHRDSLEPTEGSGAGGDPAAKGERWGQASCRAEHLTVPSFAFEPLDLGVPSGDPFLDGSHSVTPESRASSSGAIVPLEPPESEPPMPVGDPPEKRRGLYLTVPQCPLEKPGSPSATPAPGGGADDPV
# * hit, by the source's call. These rows are one share of the data. The share of hits here may be higher or lower than overall.
# The opening 7 entries as a preview:
SMILES,Cav32 inh
N#Cc1ccc(C23CC4(C2)[C@H](CN(Cc2ccc(-c5ccccc5)cc2)[C@@H]4c2ccccc2)C3c2ccc(Cl)nc2)cc1 (stereo not given in full),-0.025
O=C(CNC(=O)c1cccs1)NCC(=O)OCc1ccc(Cl)cc1,0.82
COc1cc(O)cc2occ(-c3ccc(O)cc3)c(=O)c12,1.3
COC(=O)CCN1CCC(C(N)=O)CC1,-0.12
O=C1NC(=O)C2(CCC(C(=O)O)C2)N1 (stereo not given),0.81
Cc1ccc2cc(CN(Cc3cccs3)Cc3nnnn3CC3CCCO3)c(=O)[nH]c2c1 (stereo not given),-0.085
Cc1ccc(SCC(=O)Nc2cccnc2)cc1,-0.14

# All compounds of this part, from the start:
SMILES,Cav32 inh
N#Cc1ccc(C23CC4(C2)[C@H](CN(Cc2ccc(-c5ccccc5)cc2)[C@@H]4c2ccccc2)C3c2ccc(Cl)nc2)cc1 (stereo not given in full),-0.025
O=C(CNC(=O)c1cccs1)NCC(=O)OCc1ccc(Cl)cc1,0.82
COc1cc(O)cc2occ(-c3ccc(O)cc3)c(=O)c12,1.3
COC(=O)CCN1CCC(C(N)=O)CC1,-0.12
O=C1NC(=O)C2(CCC(C(=O)O)C2)N1 (stereo not given),0.81
Cc1ccc2cc(CN(Cc3cccs3)Cc3nnnn3CC3CCCO3)c(=O)[nH]c2c1 (stereo not given),-0.085
Cc1ccc(SCC(=O)Nc2cccnc2)cc1,-0.14
CC1CN(CC(=O)Nc2cccc(C(=O)Nc3cccc(C(F)(F)F)c3)c2)CC(C)O1 (stereo not given),-2.9
Nc1nc(N)nc(-c2ccccn2)n1,-0.055
O=C(CSc1n[nH]c(-c2ccc(S(=O)(=O)NC3CCCCC3)cc2)n1)N1CCCC1,-0.33
COC(=O)c1sccc1NC(=O)c1ccncc1,-0.38
Cc1ccc(S(=O)(=O)N[C@H](C(=O)OCn2nnc3ccccc3c2=O)C(C)C)cc1,-3.8*
Cc1ccc(-c2cc(C(=O)N3CCCC3)no2)cc1,-0.55
O=C(NC1(C(F)(F)F)NC(=O)N(Cc2cccnc2)C1=O)c1cccs1 (stereo not given),0.56
CC(=O)Nc1ccc(OCC(O)CN2CCN(Cc3ccccc3)CC2)cc1 (stereo not given),0.62
CC(=O)c1cccc(NC(=O)NCCS(C)=O)c1 (stereo not given),0.42
Cc1ccc(C(=O)Nc2ccc3c(c2)ncn3C)cc1,-0.29
CCN1/C(=C/C=C/C=C/c2sc3ccccc3[n+]2CC)Sc2ccccc21,-1.1
N=C1C(c2nc3ccccc3[nH]2)=C(O)CN1c1ccc(F)cc1,1.5
CSc1nc(C)cc(SCCO)n1,-0.011
COc1ccc(OC)c(CNC(=O)C2CCN(S(=O)(=O)N3CCCC3)CC2)c1,0.1
CCOC(=O)c1ccc(NC(=O)CCOc2ccc(C)cc2)cc1,-0.12
Cc1cccc(CSC2=NCCN2C(=O)C2CC2)c1,-0.8
O=C(OC(C(=O)NC1CCCCC1)c1ccccn1)c1cccs1 (stereo not given),0.13
CCC(Sc1nc(C)cc(=O)[nH]1)C(=O)Nc1sc2c(c1C#N)CCCC2 (stereo not given),1.2
O=C(CSc1nnc(Cc2ccccc2)n1-c1ccc(Cl)cc1)N1CCOCC1,-0.77
CCOC(=O)N1CCC(NC(=O)C2CCN(C(=O)N3CC(C)Oc4ccccc43)CC2)CC1 (stereo not given),0.027
Cc1cc(C(c2ccc(C)o2)c2ccc(C)o2)c(O)c([N+](=O)[O-])c1,-1.5
COC(=O)c1c(C)[nH]c(C(=O)OCc2ccc(F)cc2)c1C,-1.3
O=C(NCCCN1CCCC1=O)c1cccc(N2CCCC2=O)c1,0.36
COc1ccccc1N=C(C)C1=C(O)CSC1=O,0.47
CC(C)(C)OC(=O)NCCCC[C@H](NC(=O)c1nc[nH]c1C(=O)N1CCN(C(=O)OC(C)(C)C)CC1)C(=O)OC(C)(C)C,0.66
Cc1c(NC(=S)N/N=C/c2ccc(O)cc2)c(=O)n(-c2ccccc2)n1C,0.22
Cc1c(C(=O)N2CCN(C)CC2)oc2ccc(S(=O)(=O)N3CCOCC3)cc12,0.49
C#CC[N+](CC)(CC)CC#Cc1cccc(Cl)c1,-0.77
CC(=O)N1C(C(=O)O)CSC1c1ccc(C)cc1 (stereo not given),0.33
COc1cccc(/C=N/NC(=O)CC2C(=O)NN=C2C)c1O (stereo not given),0.011
CCOC(=O)C1CCN(CC(=O)Nc2c(C(=O)OC)[nH]c3ccc(Cl)cc23)CC1,-1.4
COc1cccc(-c2ccc(=O)n(CC(=O)NCCN3CCOCC3)n2)c1,-1.7
C#CCOCCOCCOCCNc1nc(N2CCOCC2)nc(N2CCN(C(=O)[C@H]([C@@H](C)CC)n3cc([C@@H](N)Cc4ccc(O)cc4)nn3)CC2)n1,2
Cc1nnc(NC2=NCCC2)o1,-0.056
Cc1cc(C(=O)CSc2nc(N)cc(=O)[nH]2)c(C)n1CCc1ccc(F)cc1,0.18
COc1ncnc2c1cnn2-c1ccccc1,-0.41
CCCc1nnc(SCC(=O)Nc2ccc(OCC)cc2)n1N,0.0098
COc1cc(NC(=O)c2ccc(COCC(F)(F)F)o2)cc(OC)c1OC,0.85
CC(NC(=O)c1cn(C)c2ccc(S(=O)(=O)N3CCCC3)cc2c1=O)c1ccc2c(c1)OCCO2 (stereo not given),0.78
CC(C)(C)C1=C(C#N)C(c2ccc3c(c2)OCO3)C(C#N)=C(N)O1 (stereo not given),-0.72
CCn1c2ccccc2c2nnc(SCc3ccc(C(=O)OC)o3)nc21,-0.43
CCO[C@@H]1OC(C(=O)NCc2ccccc2)=C[C@H](C2CC2)[C@H]1CCCO,1.2
O=C(CCC(=O)c1cccs1)Nc1ccc(F)c(F)c1F,0.49
CN=C1SC(CC(=O)Nc2ccc(N3CCOCC3)cc2)C(=O)N1C (stereo not given),0.82
CCCc1cc(=O)[nH]c(SCC(=O)NC(=O)c2ccccc2)n1,-0.25
Cc1cc2nsnc2c(S(=O)(=O)NCC(=O)O)c1C,2
COc1cccc(-c2nnc3sc(-c4ccco4)nn23)c1,0.18
CCOc1ccc(OCC)c(NC(=O)C2CCCN2S(=O)(=O)c2cccc3cccnc23)c1 (stereo not given),0.29
CCO[C@H]1OC(C(=O)Nc2ccccc2)=C[C@@H](C2CC2)[C@@H]1CCCO,0.96
CCOc1ccccc1-n1nnnc1SCC(=O)Nc1cc(C)on1,0.17
COc1ccc(N(CC(O)Cn2nnc3ccccc32)S(=O)(=O)c2ccc(C)cc2)cc1 (stereo not given),-1.7
COc1cccc(N2CCN(CC(=O)Nc3nnc(-c4ccccc4)s3)CC2)c1,-5.2*
COc1cccc(CC(NC(C)=O)C(=O)NC2CCN(c3nnnn3-c3ccccc3)CC2)c1 (stereo not given),1.7
# Next section
SMILES,Cav32 inh
CCOC(=O)c1ccc(NC(=O)c2c(N)n(C)c(=O)n(C)c2=O)cc1,0.25
CCOC(=O)c1cnc(N2CCOCC2)[nH]c1=O,1.3
O=C1CC(Nc2ccccc2)C(=O)N1Cc1ccccc1 (stereo not given),0.45
CC(=O)Nc1sc2c(c1C(c1ccccc1)N1CCOCC1)CCCC2 (stereo not given),-6.3*
CC1(c2nnc(-c3ccc(F)cc3)o2)CC(c2ccc([N+](=O)[O-])cc2)=NO1 (stereo not given),-0.039
O=C(CSCc1ccccc1)N1CCN(Cc2ccc3c(c2)OCO3)CC1,-0.018
Cc1cc(N)c(-n2cc3c(=O)n(C)c(=O)n(C)c3c2)cc1C,2
COCc1cc(C)nc(Nc2cc(C)ccc2C)c1C#N,0.029
Cc1cc(C)c(NC(=O)CS(=O)CC(=O)NC2CCCc3ccccc32)c(C)c1 (stereo not given),-0.78
O=C(CSc1nc2ccccc2o1)NC(=O)NCc1ccccc1,-6.5*
C=C(C)Cn1c(=O)c2c(nc3n2CCN3c2cccc(Cl)c2C)n(C)c1=O,2.7
OC(COCCC12CC3CC(CC(C3)C1)C2)CN1CCCCC1 (stereo not given),0.16
Cc1cccc(NCC(O)Cn2cnc3c2c(=O)n(C)c(=O)n3C)c1 (stereo not given),1.2
CC(C)(C)NS(=O)(=O)c1ccc(CCC(=O)N2CCCCC2)cc1,0.27
CCc1c(O)nc(SCC(=O)Nc2ccc(C)cc2)n(C2CCCCC2)c1=O,-1.5

# Given tab-delimited: 7 of the compounds above
compound	Cav32 inh
COCc1cc(C)nc(Nc2cc(C)ccc2C)c1C#N	0.029
Cc1cc(C)c(NC(=O)CS(=O)CC(=O)NC2CCCc3ccccc32)c(C)c1 (stereo not given)	-0.78
O=C(CSc1nc2ccccc2o1)NC(=O)NCc1ccccc1	-6.5*
C=C(C)Cn1c(=O)c2c(nc3n2CCN3c2cccc(Cl)c2C)n(C)c1=O	2.7
OC(COCCC12CC3CC(CC(C3)C1)C2)CN1CCCCC1 (stereo not given)	0.16
Cc1cccc(NCC(O)Cn2cnc3c2c(=O)n(C)c(=O)n3C)c1 (stereo not given)	1.2
CC(C)(C)NS(=O)(=O)c1ccc(CCC(=O)N2CCCCC2)cc1	0.27

# New compounds follow.
SMILES,Cav32 inh
Brc1c(CSc2nncn2-c2ccccc2)nc2ncccn12,1.2
Cc1ccccc1C(=O)NCc1nnc(SCC(=O)N2CCN(c3ccccc3)CC2)n1C,-0.011
CCN(CC)CCOC(=O)c1cccc(Cl)c1,-0.76
O=C(COC(=O)c1ccc(Br)c(S(=O)(=O)N2CCOCC2)c1)NCC1CCCO1 (stereo not given),0.2
CN(CC(=O)NCc1ccncc1)S(=O)(=O)c1ccccc1,1.3
Fc1c(F)c(C(F)(F)F)c(F)c(F)c1N/N=C\c1cccs1,0.5
NC(=O)C1CCN(C2=C(Cl)C(=O)c3ccccc3C2=O)CC1,-0.68
COc1ccc(-c2nsc(SCC(=O)Nc3cc(C)on3)n2)cc1,-0.3
COc1ccc2ccccc2c1CN1CCCC(CO)C1 (stereo not given),0.18
C[C@H](CO)NC(=O)[C@H](C)[C@@H]1C[C@@]1(C)[C@@H](NC(=O)OCc1ccccc1)c1ccccc1,0.22
CCc1cc(/C(Cc2cscn2)=N\O)c(O)cc1O,-0.46
CCCCCC(=O)Nc1cccc(C2=NOC3(C2)C[C@H](C(N)=O)N(C(=O)CC)C3)c1 (stereo not given in full),2
Cc1ccc2nc(SCC(=O)N3CCOCC3)[nH]c2c1,0.15
O=C(CCSc1nnc(-c2ccncc2)o1)Nc1ccccc1,1
COc1cc(C(c2sc3nc(C)nn3c2O)N2CCc3ccccc3C2)cc(OC)c1OC (stereo not given),1.4
O=C(c1c(F)c(F)c(F)c(F)c1F)N(Cc1ccccc1)Cc1ccccc1,-0.65
CC1(C)OC(c2ccccc2)=C/C(=C/C=Nc2ccccc2)O1,-0.11
Cn1nc(-c2ccc(OCC(N)=O)cc2)c2ccccc2c1=O,0.063
Cc1c(-c2ccccc2)sc(N)c1C(=O)N1CCOCC1,0.35
COC(=O)CN(n1cnnc1)S(=O)(=O)c1ccccc1,0.069
c1ccc2c(c1)ccc1nnc(SCc3ccc4c(c3)OCCO4)n12,-0.59
CCC(=O)NC(c1cccc([N+](=O)[O-])c1)c1c(OC(C)=O)ccc2ccccc12 (stereo not given),-1.8
O=C(Nc1ccc(NC(=O)c2cccs2)cc1)c1ccco1,0.99
CCOC(=O)CC1(CC(=O)OCC)NC(=O)c2c(C)sc(C(=O)OCC)c2N1,0.7
COC(C/C=C\[C@H](O)COCc1ccccc1)OC,0.46
Cc1nn(-c2ccccc2)c(C)c1/C=N/N1CCN(c2ccccc2)CC1,-0.48
CC(NC(=O)c1ccc(-c2cc(C(F)(F)F)ccc2Cl)o1)c1ccccc1 (stereo not given),0.25
Cn1cnc([N+](=O)[O-])c1Sc1ccccc1,0.33
C=CCC(NCc1ccccc1)c1ccco1 (stereo not given),-1.5
CCCCC(CC)Cn1c(N)c(C#N)c2nc3ccccc3nc21 (stereo not given),-1.5

# An excerpt of these results, tab-delimited:
SMILES	Cav32 inh
CCCCC(CC)Cn1c(N)c(C#N)c2nc3ccccc3nc21 (stereo not given)	-1.5
c1ccc2c(c1)ccc1nnc(SCc3ccc4c(c3)OCCO4)n12	-0.59

# (next part)
SMILES,Cav32 inh
Cn1c(NC(=O)c2ccc(Cl)s2)cc(=O)n(C)c1=O,0.43
CCOC(=O)N1CCC(Nc2ncnc3c2cnn3-c2ccc(C)cc2C)CC1,2.4
Cc1ccccc1NC(=O)C1CCN(c2cnccn2)CC1,0.43
O=C1C(=O)N(CCO)C(c2ccccc2)/C1=C(\O)c1ccccc1 (stereo not given),0.066
O=C(CNC(=O)c1ccco1)Nc1ccc(S(=O)(=O)N2CCCC2)cc1,-0.56
OCCOCCn1c(C2CCCN2c2nc(-c3ccc(F)cc3)cs2)nc2cc(Cl)c(Cl)cc21 (stereo not given),-0.02
O=c1cc(-c2ccccc2)nc(N2CCN(Cc3ccc4c(c3)OCO4)CC2)[nH]1,-0.045
Cc1cc(NC(=O)CN2CC(C)OC(C)C2)n(-c2nc3ccccc3s2)n1 (stereo not given),1.3
COC(=O)c1ccccc1NC(=O)C1CC(=O)N(C2CCCCC2)C1 (stereo not given),0.47
O=C1CC(c2ccncc2)c2cc3c(cc2N1)OCCO3 (stereo not given),0.52
Cc1ccccc1C(=O)Nc1cccc(C#N)c1,-0.059
CC(=O)c1c(N2CCOCC2)nc(=S)n(-c2cc(C)ccc2C)c1C,0.92
C=CCN(CC=C)C(=O)Nc1cc(Cl)ccc1OC,-1.5
Cc1c(CCO)c(=O)n(-c2ccccc2)n1S(=O)(=O)c1ccc(Cl)cc1,0.14
CC(=O)Nc1ccc2nc(SCC(=O)Nc3ccc(N4CCOCC4)c(Cl)c3)sc2c1,0.96
O=C(NC1CCCCC1)C(c1ccco1)N(Cc1cccnc1)C(=O)C1COc2ccccc2O1 (stereo not given),-0.59
COc1cc2c(cc1NC(=O)COC(=O)Cn1cnc3ccccc31)oc1ccccc12,-1.3
COc1ccccc1NC(=O)c1cc2ccc(O)cc2o/c1=N\O,0.34
Cc1ccccc1S(=O)(=O)Cc1ccc(C(=O)NCCCOC(C)C)o1,-0.077
CCOP(=O)(OCC)C(C#N)=C1SCN(c2ccc(Cl)cc2)CS1,0.12
